A-T KAP1 phos: qHTS Assay for Identifying a Potential Treatment of Ataxia-Telangiectasia; Potency, µM (titrated, usually from 57.5 µM), for the others: top-dose activation, most hits filed as activators; AID 485349, 2010; […] A-T fibroblasts, KAP-1 phosphorylation AlphaLISA; neocarzinostatin DNA damage 30 min before lysis; actives 0.19% (n = 320,000); further: potency means the concentration at half of the fitted maximal effect; % of control where 0% means no effect; nearly all actives have a fitted effect of over 45% in size
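ATM-like activity read as KAP-1 phosphorylation via AlphaLISA donor/acceptor antibody pairs after lysis and 6 hr at 25C. Cells were ATM-null patient fibroblasts ([…], hTERT), dosed 60 min, then exposed to the DSB inducer NCS for 30 min.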
TCR act: Activators of T cell receptors: qHTS campaign; primary human leukocytes, anti-CD3, IL-2 HTRF, 48 h; Potency, µM (titrated, usually from 9.22 µM), for inactives: at the highest dose activation of IL-2 secretion, hits mostly activators; 330,000 tested, under 10 active; AID 504894, 2011; further: % of control where 0% means no effect
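Compounds are tested in HTS on primary human leukocytes co-incubated with a-CD3 beads for 48 hr. IL-2 output is measured by time-resolved FRET.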
BCR signal inh: qHTS Assay to Find Inhibitors of Chronic Active B-Cell Receptor Signaling; ABC-DLBCL IkBa-CBG/CBR reporter, luminescence ratio, 4 h; Potency, µM (series often up to 46.1 µM), for the others: at the top dose ratio change, negative = lower green/red ratio, most hits filed as inhibitors; actives 0.05% (n = 340,000); active means well fitted inhibition curve with a large enough effect in the signal ratio, with a control signal flat, not every such curve was filed as active; inconclusive means small, poorly fitted or top-dose-only effect, or effect the other way, or a change in a side signal; the % refers to the signal ratio;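 further: potency means the concentration at half of the fitted maximal effect; plate controls were basal doxycycline-induced cells for no effect and cells given 10 µM MG132 for full effect; MG132 reads +100%, hits lower the ratio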
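TMD8 human ABC-DLBCL cells with doxycycline-inducible IκBα–green luciferase fusion and unfused red luciferase, in 0.5% FBS medium; compounds up to 46 uM, 4 h at 37C. Green/red luminescence ratio, filter-overlap corrected, fitted to concentration-response curves.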
GALK inhibitor: qHTS Assay for Inhibitors of Human Galactokinase (GALK). Purified GALK, Kinase-Glo residual ATP luminescence. P51570. Potency, µM (series often up to 57.5 µM), for inactives: top-dose activity change, negative = inhibition, most hits filed as inhibitors. AID 1868, 2009. actives 0.007% (n = 270,000); further: potency means the concentration at half of the fitted maximal effect; on the % scale 0 is the no-effect control and ±100 the full control effect
Target sequence (P51570 whole entry, looked up): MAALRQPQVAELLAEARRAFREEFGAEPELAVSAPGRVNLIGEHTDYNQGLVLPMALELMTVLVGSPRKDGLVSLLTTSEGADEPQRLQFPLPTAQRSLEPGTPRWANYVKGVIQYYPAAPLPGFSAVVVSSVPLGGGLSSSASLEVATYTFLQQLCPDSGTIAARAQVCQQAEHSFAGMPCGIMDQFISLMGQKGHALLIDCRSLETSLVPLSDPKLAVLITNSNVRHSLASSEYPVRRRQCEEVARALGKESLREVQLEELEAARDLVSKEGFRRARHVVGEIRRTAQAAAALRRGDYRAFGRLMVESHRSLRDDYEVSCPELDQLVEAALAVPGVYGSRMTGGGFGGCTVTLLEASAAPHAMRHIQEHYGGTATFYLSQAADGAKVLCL
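5 nM enzyme, 35 uM ATP, 100 uM galactose, 20 mM HEPES pH8.0, 5 mM MgCl2; 1 h RT; residual ATP by Kinase-Glo Plus luminescence, qHTS format.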
TSHR antagonist: Antagonists of the Thyroid Stimulating Hormone Receptor: HTS campaign; Thyrotropin receptor (Homo sapiens), P16473; TSHR-expressing cells, TSH-stimulated cAMP HTRF, 2 h; hits give low values; activity change, negative = inhibition, % at 11.5 µM; actives 0.2% (n = 330,000); AID 504810, 2011;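 active means activity change below a set negative limit, meaning inhibition stronger than a set level, cut at about -70% in these data; inconclusive means activity change between two set negative limits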; further: on the % scale 0 is the no-effect control and ±100 the full control effect
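Inhibition of cAMP made by TSHR-expressing cells under TSH stimulation (4nM final, EC80; 2 h, 37 deg C) is quantified with a one-step lysis HTRF kit, anti-cAMP cryptate versus cAMP-d2.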
Giardia kill: Small Molecules that selectively kill Giardia lamblia: qHTS. Giardia lamblia trophozoite viability. activity change, % at 7.66 µM, hits read low. actives 0.15% (n = 340,000). AID 540267, 2011; in the data active means activity change below about -80%; inconclusive means between about -30% and that limit;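 further: parasites exposed to compound for two days anaerobically before the ATP read; on the % scale 0 is the no-effect control and ±100 the full control effect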
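Giardia trophozoites, 100 cells per well, were exposed to compounds for 48 hrs at 37 deg C under anaerobic conditions; viability was then read as ATP content by bioluminescence after 15-30 min at room temperature.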
CXXC DNA block: qHTS Fluorescence Polarization Assay for Inhibitors of MLL CXXC domain - DNA interaction; Histone-lysine N-methyltransferase 2A (Homo sapiens), Q03164; MLL-CXXC / FITC-HOXA9 DNA fluorescence polarization; Potency, µM (series often up to 115 µM), without a hit: at the highest dose activity change, negative = inhibition, usual class: inhibitors; actives 0.037% (n = 290,000); AID 2662, 2010; active means well fitted inhibition curve with a large enough effect in the polarisation, with a control signal flat, not every such curve was filed as active; inconclusive means small, poorly fitted or top-dose-only effect, or effect the other way, or a change in a side signal; inactive means no such curve, though single readings can be large or run the other way; the % refers to the polarisation; further: potency means the concentration at half of the fitted maximal effect
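Steps: dispense CXXC domain solution (7 uM) → pin compounds or unlabeled HOX-A9 DNA control → 5 min ambient → add FLSN-HOX-A9 solution (50 nM) → spin → 30 min ambient → fluorescence polarization. Tris pH 7.5/NaCl/DTT/BSA buffer.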
Tb PFK inh: qHTS Assay to Find Inhibitors of T. brucei phosphofructokinase. T. brucei PFK, ADP-Glo luminescence. Potency, µM (titrated, usually from 57.5 µM), for the others: top-dose activity, negative = inhibition, actives largely listed as inhibitors. actives 0.17% (n = 330,000). ATP-dependent 6-phosphofructokinase (Trypanosoma brucei brucei), O15648;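 further: potency means the concentration at half of the fitted maximal effect; 0% = uninhibited 1x PFK enzyme wells and -100% = no-enzyme wells; nearly all actives have a fitted effect of over 60% in size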
Target sequence (O15648 whole entry, looked up): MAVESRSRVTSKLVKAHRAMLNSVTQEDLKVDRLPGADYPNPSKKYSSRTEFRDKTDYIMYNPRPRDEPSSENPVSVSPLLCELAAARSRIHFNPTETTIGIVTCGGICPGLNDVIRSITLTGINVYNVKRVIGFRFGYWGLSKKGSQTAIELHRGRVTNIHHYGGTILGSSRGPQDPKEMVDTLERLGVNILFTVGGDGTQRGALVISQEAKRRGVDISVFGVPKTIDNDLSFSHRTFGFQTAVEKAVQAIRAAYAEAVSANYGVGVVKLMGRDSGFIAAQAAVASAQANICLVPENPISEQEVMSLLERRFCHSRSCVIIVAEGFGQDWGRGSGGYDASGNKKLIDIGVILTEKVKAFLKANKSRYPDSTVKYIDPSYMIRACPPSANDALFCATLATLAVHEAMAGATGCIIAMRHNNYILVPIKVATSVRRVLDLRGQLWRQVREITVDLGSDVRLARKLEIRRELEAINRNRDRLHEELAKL
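In TEA buffer at pH 8.0 with 5 mM MgCl2, enzyme (1.25 nM) converted F6P (0.5 mM) and ATP (0.1 mM) for 45 min at room temperature. ADP product was read by luciferase luminescence.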
Coupling enz: qHTS Assay for Inhibitors of Fructose-1,6-bisphosphate Aldolase from Giardia Lamblia: Coupling assay counterscreen | activity change, negative = inhibition, % at 58.2 µM, hits read low | coupling enzyme system counterscreen, AmpLite Red fluorescence | actives 0.67% (n = 290,000); in the data active means activity change below about -30%; further: on the % scale 0 is the no-effect control and ±100 the full control effect
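Counterscreen lacking aldolase: glyceraldehyde-3-phosphate coupling-enzyme reagent preincubated 10 min at RT with compound (at 57.5 uM final), then substrate/coupling system with AmpLite Red added; fluorescence read at 525/598 nm after 20 min RT.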
KCNH2 WT inh: qHTS for Inhibitors of KCHN2 3.1: Wildtype qHTS; activity change, % at 1.84 µM; U2OS, BacMam KCNH2, thallium flux FluxOr; hits give low values; actives 0.37% (n = 340,000); Voltage-gated inwardly rectifying potassium channel KCNH2 (Homo sapiens), Q12809;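 active means maximum activity change below -70%; inconclusive means maximum activity change between -70% and -50%; inactive means maximum activity change above -50%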; further: on the % scale 0 is the no-effect control and ±100 the full control effect
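U2OS cells were transduced with wild-type KCNH2 virus (2.03 x 10^8 / mL) for 4 h at room temperature, then cultured overnight at 37 C. Thallium flux was read with FluxOr dye. Rate constants were normalized to DMSO controls.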
* hit, by the source's call; ? = inconclusive; · = not tested or not shown; & = joins results of further samples; [ ] = remark or other dose. Unless noted, the call rests on the fitted dose curve; in most records, active means well fitted curve in the direction sought with a large enough effect; inconclusive means small, poorly fitted or top-dose-only effect, or another doubt; inactive means no such curve, though single readings can be large; an effect the other way counts as inactive or inconclusive.

compound	Tb PFK inh	A-T KAP1 phos	Giardia kill	BCR signal inh	KCNH2 WT inh	TCR act	TSHR antagonist	CXXC DNA block	Coupling enz	GALK inhibitor
CC(=O)Nc1cccc(-c2cc(C)c3cc4c(cc3n2)OCO4)c1	-10%	1%	9	?	1	1%	-9	1%	-5	-1%
N#Cc1ncc(-c2ccc3c(c2)OCCOCCOCCOCCO3)nc1C#N	1%	5%	4	3%	0	2%[46.1 µM]	-6	1%	0	-7%
CCOC(=S)SCC(=O)Nc1nc(-c2ccccc2)cs1	-13%	-6%	14	?	-8	2%[46.1 µM]	-7	51%[activator]	-1	-5%
COc1ccc(OC)c(N=C2SCCCN2C(=O)c2ccc(N3C(=O)CCC3=O)cc2)c1	0%	-12%	·	1%	·	·	8	·	·	·
CC(C)C(=O)Nc1sc2c(c1C#N)CCCCC2	-14%	-10%	5	18%	-6	-3%[46.1 µM]	-10	-6%	-9	0%
c1cc(OCCCN2CCCCC2)ccc1CN1CCCCC1	1%	0%	-1	-5%	10	6%	1	6%	0	3%
COc1ccc(C(=O)NCC(=O)Nc2ccc(-c3ccccc3)cc2)cc1	1%	6%	7	6%	11	2%	-12	22%	0	-2%
N/C(=C\C(=O)c1cc(Cl)ccc1O)C(Cl)(Cl)Cl	1%	4%	-18	?	-10	-1%	-5	-2%	1	-6%

Pulled one by one from the entries so far (2):
compound	Tb PFK inh	A-T KAP1 phos	Giardia kill	BCR signal inh	KCNH2 WT inh	TCR act	TSHR antagonist	CXXC DNA block	Coupling enz	GALK inhibitor
CC(C)C(=O)Nc1sc2c(c1C#N)CCCCC2	-14%	-10%	5	18%	-6	-3%[46.1 µM]	-10	-6%	-9	0%
COc1ccc(C(=O)NCC(=O)Nc2ccc(-c3ccccc3)cc2)cc1	1%	6%	7	6%	11	2%	-12	22%	0	-2%

Continued:
compound	Tb PFK inh	A-T KAP1 phos	Giardia kill	BCR signal inh	KCNH2 WT inh	TCR act	TSHR antagonist	CXXC DNA block	Coupling enz	GALK inhibitor
Cc1ccccc1NC(=O)c1ccc(Cn2cc([N+](=O)[O-])cn2)o1	-4%	-1%	-1	?	-2	5%	9	-3%	3	4%
CCOC(=O)N1CCC(C(=O)NNC(=O)c2ccc(Cl)cc2Cl)CC1	-1%	4%	-18	1%	4	-3%	15	8%	·	5%
C/C(CC(=O)Nc1ccccn1)=N\NC(=O)C(=O)Nc1ccccc1C	15%	4%	13	-11%	-2	-5%	-14	-18%	3	3%
S=C(NC1CCCCC1)N1CCN(c2ccccn2)CC1	0%	3%	33[activator]	?	-1	5%[46.1 µM]	0	14%	-41*	1%
Cc1nc(C(=O)NNC(=O)c2ccc(C(F)(F)F)cc2)cs1	1%	-9%	-21	-3%	-29	2%	-2	-24%	4	3%
Cc1noc(C)c1COc1ccc(C(=O)OCC(=O)Nc2ccc3c(c2)OCO3)cc1	-1%	8%	7	?	-9	-3%	-7	-5%	-1	-3%
CCOc1ccc(S(=O)(=O)N=C(c2ccccc2)N2CCOCC2)cc1	0%	0%	-12	1%	2	3%	1	·	·	·
CCOc1ccc(C(=O)Nc2cccc(-n3cnnn3)c2)cc1OCC	-1%	6%	6	2%	-5	0%	43	-1%	1	5%
O=C(NC1CCCCC1)c1ccc2c(c1)OCCO2	?	7%	3	?	-17	-7%	8	42%	-2	1%
C=CCn1c(SCC(=O)Nc2c(C)n(C)n(-c3ccccc3)c2=O)nc2sc(C)c(C)c2c1=O	0%	-1%	-3	?	-7	·	-9	-4%	-1	-1%
Cc1ccc(NC(=O)CC(C)CC(=O)NCc2ccccc2)cc1Cl (stereo not drawn)	3%	0%	-8	0%	25	0%	-16	2%	1	-1%
COc1ccc(-c2c(-c3cc(OC)cc(OC)c3)n(C)c3ccc(-c4ccc(SC)cc4)cc23)cc1	0%	-3%	-19	0%	3	3%	-20	·	·	·
Cc1cc(C)cc(C(=O)NCC(=O)OCC(=O)NCC(F)(F)F)c1	0%	-6%	-2	1%	2	-3%	-3	-2%	1	8%
CCN(C(=O)Cn1c(=O)oc2ccccc21)c1ccc(C)c(C)c1	2%	11%	?	-11%	8	-1%	6	-10%	0	-4%
COc1ccc(CC(=O)NC(c2ccccc2)c2ccccc2)cc1S(=O)(=O)N1CCOCC1	-8%	-1%	-20	-18%	-7	-18%	8	16%	3	0%
CCn1c(=O)c2ccccc2n(CC(=O)N2CCCc3ccccc32)c1=O	2%	8%	-9	-1%	-9	5%	9	-7%	·	-2%
NS(=O)(=O)c1ccc2nc(NC(=O)C3=COCCO3)sc2c1	-6%	2%	-15	?	0	-1%	-2	-8%	1	10%
O=C1/C(=C\c2ccc(Br)o2)Cc2ccccc21	0%	-2%	11	10%	19	?	20	12%	1	·
COc1ccc(C(=O)CSc2nnc(-c3cccs3)n2-c2ccccc2)cc1	0%	·	-3	?	-4	0%	8	3%	2	0%
COC(=O)C1=CN(c2ccc(OC)cc2)C=C(C(=O)OC)C1c1ccc([N+](=O)[O-])cc1	0%	5%	2	1%	4	-3%	-19	3%	-4	3%
Cc1cc(C(=O)N[C@H](c2ccccc2)[C@@]2(C)C[C@@H]2[C@@H](C)C(=O)Nc2ccc3ccccc3c2)n(C)n1	-6%	-5%	-11	?	-13	1%	0	22%	-2&-4	·
CCCS(=O)(=O)c1c(S(=O)(=O)CCC)c2cnccn2c1C(=O)c1ccc(F)cc1	-3%	1%	5	3%	7	3%	-6	10%	1	3%
CCc1nnc(NC(=O)CSc2nnc(-c3ccco3)o2)s1	-2%	-2%	-27	?	-13	-16%	7	4%	0	1%
CCN(CC)CCCn1c2c(c(SCC(=O)Nc3cc(C)on3)nc1=O)CCC2	2%	10%	8	9%	0	9%	35	·	·	·
COc1ccc(C(=O)N(CC2CCCO2)C(C(=O)NC2CCCC2)c2ccc(C)cc2)cc1OC (stereo not drawn)	-7%	0%	-4	1%	5	1%	4	-6%	-2	-3%
CCCCCCSc1nc(O)c(C2OC(=O)c3c2ccc(OC)c3OC)c(=O)n1CC (stereo not drawn)	-4%	·	4	?	-13	0%	-21	?	16	-2%
Cc1ccc2c(c1)c1ncnc(N3CCC4(CC3)OCCO4)c1n2C	0%	9%	·	0%	·	·	1	-8%	0	1%
CC1CCN(C(=O)c2[nH]cnc2C(=O)N[C@@H](C)C(=O)OC(C)(C)C)CC1	0%	26%	5	0%	7	-3%	-1	6%	3	4%
Cc1nn(-c2ccccc2)c(C)c1NC(=O)COC(=O)c1ccccc1	-3%	-1%	-1	6%	-3	4%	18	·	·	·
CCOC(=O)c1c(C)[nH]c(C(=O)COC(=O)CSC)c1C	1%	·	2	-3%	4	0%	4	6%	1	5%
Cc1cc(N2CCC(C(=O)Nc3ccc(F)cc3)CC2)nc(-c2ccccc2)n1	3%	2%	-1	2%	-18	-4%	8	5%	4	0%
O=C(CSc1nc2ccccc2[nH]1)Nc1ccc2c(c1)OCCO2	-4%	5%	7	-8%	6	-19%	-6	10%	2	15%

Single records (already shown). Order of values: Tb PFK inh	A-T KAP1 phos	Giardia kill	BCR signal inh	KCNH2 WT inh	TCR act	TSHR antagonist	CXXC DNA block	Coupling enz	GALK inhibitor
Cc1nn(-c2ccccc2)c(C)c1NC(=O)COC(=O)c1ccccc1 across the screens: -3%	-1%	-1	6%	-3	4%	18	·	·	·
Cc1cc(N2CCC(C(=O)Nc3ccc(F)cc3)CC2)nc(-c2ccccc2)n1 across the screens: 3%	2%	-1	2%	-18	-4%	8	5%	4	0%
